Source: PubChem BioAssay
MITF primary – MITF inhibitors, primary screen, biochemical, AlphaScreen, human; Microphthalmia-associated transcription factor (Homo sapiens), O75030; AlphaScreen MITF homodimerization, bead proximity signal; inhibition, % at 2.6 µM; 0.91% of 650,000 active; AID 1259374, 2018; in the data active = inhibition above about 50%;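 also: 0% = vehicle wells with protein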
Target sequence (O75030 whole entry, looked up): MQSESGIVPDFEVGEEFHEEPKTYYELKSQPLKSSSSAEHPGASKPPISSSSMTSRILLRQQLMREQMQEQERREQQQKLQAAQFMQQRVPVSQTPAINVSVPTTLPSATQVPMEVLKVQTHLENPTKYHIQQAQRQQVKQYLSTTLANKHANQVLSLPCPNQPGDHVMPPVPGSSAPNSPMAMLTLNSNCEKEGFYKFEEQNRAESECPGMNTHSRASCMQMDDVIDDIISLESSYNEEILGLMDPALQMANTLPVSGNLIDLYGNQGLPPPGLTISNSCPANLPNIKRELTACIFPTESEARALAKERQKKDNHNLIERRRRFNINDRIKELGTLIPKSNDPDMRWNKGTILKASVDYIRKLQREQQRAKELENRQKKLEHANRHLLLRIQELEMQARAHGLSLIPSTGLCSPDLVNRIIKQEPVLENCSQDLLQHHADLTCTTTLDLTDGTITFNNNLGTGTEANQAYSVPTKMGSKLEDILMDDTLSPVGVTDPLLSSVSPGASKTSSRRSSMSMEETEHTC
FBW7 activator – FBW7 E3 ligase activators, primary screen, biochemical, AlphaScreen, human; AlphaScreen FBW7–phospho-cyclin E peptide binding, activator screen; 0.13% of 650,000 active; F-box/WD repeat-containing protein 7 (Homo sapiens), Q969H0; normalized activity (activation), % at 26.1 µM; in the data active = normalized activity above about 1.9%;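 also: purified mutant Fbw7 with reduced substrate affinity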
TEAD-YAP block – TEAD-YAP interaction inhibition, primary screen, TEAD-YAP interaction inhibitor project, luminescence, HEK-TIYL cells. 1.4% of 640,000 active. TEAD-Gal4/YAP UAS-luciferase luminescence. inhibition, % at 9.12 µM. AID 1259422, 2018; in the data active = inhibition above about 32%;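 also: 0% = median of test compound wells and 100% = reference inhibitor wells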
GPR151 ag – activators of human GPR151, primary screen, cell-based, PathHunter beta-arrestin, luminescence | G-protein coupled receptor 151 (Homo sapiens), Q8TDV0 | PathHunter beta-arrestin GPR151 cells | activation, % at 11.2 µM | 1% of 650,000 active | AID 1508602, 2020; in the data active = activation above about 4.9%;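 also: 0% = median of compound wells and 100% = cells with positive control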
Target sequence (Q8TDV0 whole entry, looked up): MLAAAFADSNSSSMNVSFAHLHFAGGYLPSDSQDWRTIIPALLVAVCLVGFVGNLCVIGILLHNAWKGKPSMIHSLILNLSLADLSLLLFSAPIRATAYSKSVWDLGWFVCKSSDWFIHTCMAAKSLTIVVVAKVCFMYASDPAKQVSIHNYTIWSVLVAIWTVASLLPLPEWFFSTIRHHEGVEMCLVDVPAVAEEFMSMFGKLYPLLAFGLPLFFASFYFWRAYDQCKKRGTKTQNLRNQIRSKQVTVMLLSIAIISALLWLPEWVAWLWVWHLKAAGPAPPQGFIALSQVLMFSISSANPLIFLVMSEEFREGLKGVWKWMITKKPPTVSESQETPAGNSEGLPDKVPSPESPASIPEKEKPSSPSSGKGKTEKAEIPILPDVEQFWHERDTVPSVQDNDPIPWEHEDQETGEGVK
* = called active by the depositor; i = inactive; & = joins results of further samples.

SMILES | MITF primary | FBW7 activator | TEAD-YAP block | GPR151 ag
O=C(CC1CCCCC1)Nc1c2c(nn1-c1ccc(Cl)cc1)CS(=O)(=O)C2 | 5 | 0.2 | 5 | 0.3
CCCOC(=O)c1ccc(NC(=O)/C=C/c2ccc(C(C)C)cc2)cc1 | -5 | -0.1 | -14 | -0.6
CC(=O)c1ccc(N2CCN(c3ncccn3)CC2)cc1 | 1 | 0.1 | -26 | 1.2
COC(=O)C(C)N(C(=O)c1ccc(Cl)cc1)c1c(C)cccc1C (stereo not drawn) | 10 | -0.1 | -2 | -1.2
CC(C)C(NS(C)(=O)=O)c1nnc2n1CCN(Cc1ccccc1F)CC2 (stereo not drawn) | 3 | 0.1 | -19 | 2.3
CC(C)(C)CC(=O)Nc1nnc(SCC(=O)Nc2ccccc2F)s1 | -6 | 0.2 | 3 | 0.6
COc1cc(Cc2cnc(N)nc2N)cc(OC)c1OC | 2&1&1&8&-1 | -0.1&0.2&-0.1&0.3&0.0 | 2&-5 | 0.5&1.8&1.1&0.5&-0.4
C=CCc1c(C)nc(-c2ccccc2)nc1Nc1ccccc1 | 2 | 0.1 | -3 | 0.2
CC(=O)c1ccc(N2CCN(C(=O)CCNS(=O)(=O)c3cccs3)CC2)cc1 | i | 0.0 | -5 | -0.9
C=CCSc1nnc(NC(=O)CSc2nc(CCC)cc(=O)[nH]2)s1 | 5 | 0.0 | 2 | 2.9
CCOC(=O)C1=C(N)N(c2ccc(F)cc2)C2=C(C(=O)CC(C)(C)C2)C1c1ccc2c(c1)OCO2 (stereo not drawn) | 4 | 0.0 | 10 | -0.9
C=CCn1c(C)c(/C=c2/sc3n(c2=O)C(c2ccc(C(C)C)cc2)C(C(=O)OCC)=C(C)N=3)c2ccccc21 (stereo not drawn) | -3 | -0.1 | -22 | 1.8
O=C(NNC(=S)NC(=O)C1c2ccccc2Oc2ccccc21)c1cnccn1 | 50 | -0.9 | 1 | -0.9
CCN1CCN(C(=O)c2ccc(N3CCC(N[C@H](C)C(=O)OC)CC3)cc2)CC1 | -6 | 0.1 | -4 | 0.7
CC(C)=CCCC(C)N1CCC(=O)N(Cc2cccnc2)CC1 (stereo not drawn) | -5 | 0.0 | 1 | 1.0
CCOC(=O)C1=C(C)NC(=O)CC1c1c(F)cccc1Cl (stereo not drawn) | -7 | -0.1 | 3 | -1.4
Clc1ccc(CCN2CCc3nc4ncccc4cc3C2)cc1 | -4 | -0.1 | 4 | -0.5
CCc1ccc(OCC(=O)Nc2cccc(C)n2)c(Br)c1 | 2 | 0.1 | -19 | -1.0
CC(C)CCn1c(=O)c2cccnc2n(CC(=O)Nc2ccccc2F)c1=O | -5 | -0.1 | -2 | -0.1
Nc1cccc(-c2nc3ccc(C(=O)NCc4nc5ccccc5[nH]4)cc3s2)c1 | 5 | -0.1 | -8 | -0.5

3 entries drawn at random from the list so far, as already listed:
SMILES | MITF primary | FBW7 activator | TEAD-YAP block | GPR151 ag
C=CCSc1nnc(NC(=O)CSc2nc(CCC)cc(=O)[nH]2)s1 | 5 | 0.0 | 2 | 2.9
C=CCn1c(C)c(/C=c2/sc3n(c2=O)C(c2ccc(C(C)C)cc2)C(C(=O)OCC)=C(C)N=3)c2ccccc21 (stereo not drawn) | -3 | -0.1 | -22 | 1.8
Nc1cccc(-c2nc3ccc(C(=O)NCc4nc5ccccc5[nH]4)cc3s2)c1 | 5 | -0.1 | -8 | -0.5

Next part:
SMILES | MITF primary | FBW7 activator | TEAD-YAP block | GPR151 ag
Cc1oc(C2CC2)cc1C(=O)N1CCC(c2ccncc2)CC1 | -1 | -0.2 | 8 | -0.2
COc1ccc(F)cc1S(=O)(=O)NCCc1csc(-c2ccc(C)cc2)n1 | -5 | -0.1 | 5 | -0.1
COc1cccc(NC(=O)CSc2nc3ccccc3o2)c1 | -6 | -0.1 | -55 | 1.9
Nc1nc(SCC(=O)c2ccc(F)cc2)n[nH]1 | 8 | 0.1 | -3 | -0.5
CC1=C(C(=O)OCc2ccccc2)C(c2ccc(C)s2)c2c([nH]c(=O)[nH]c2=O)N1 (stereo not drawn) | 5 | 0.1 | 14 | -0.5
CCN(CC)c1ccc(Nc2nc(-c3ccccc3)cs2)cc1 | 19 | -0.2 | -49 | -0.9
CC12CCC(C(=O)Nc3ccc(F)cc3)(OC1=O)C2(C)C (stereo not drawn) | -27 | 0.0 | 6 | -1.2
Cc1cc(C)c(S(=O)(=O)n2c([N+](=O)[O-])cnc2C)cc1C | 21 | 0.4 | 8 | -1.7
COC(=O)c1ccc(NC(=O)CCN2CCN(c3ccccc3)CC2)cc1 | -8 | -0.1 | -10 | -1.2
CC1=C(C(=O)OC2CCCCC2)C(c2ccccc2)NC(=O)N1 (stereo not drawn) | 15 | 0.1 | -8 | -1.8
CC(C)n1c(N2CCN(c3ccccn3)CC2)nc2c(NCc3nc4ccccc4[nH]3)ncnc21 | 7 | 0.0 | 12 | 1.0
CC1(C)CC(=O)C2=C(C1)OC1=C(C(=O)CC(C)(C)C1)C2C=C(Cl)Cl | 8 | 0.8 | -9 | 6.6*
CN(C)CCNC(=O)c1csc2c1CCCCC2 | 2 | -0.1 | -5 | -0.2
Cc1ccccc1NC(=O)CCC(=O)N/N=C/c1c(O)ccc2ccccc12 | 12 | 0.0 | 0 | 1.9
CC(C)(C)NC(=O)c1cccc([N+](=O)[O-])c1 | 10 | 0.2 | 14 | -0.9
C#CC(O)(c1ccccc1)c1ccncc1 (stereo not drawn) | -3 | 0.0 | 0 | -0.2
c1ccc(-c2ccc(-c3cnc4ccc5ccncc5c4c3)cc2)cc1 | 27 | 0.1 | -3 | 0.9
COc1cc(Br)c(C2C(C(=O)OC3CCCC3)=C(C)NC3=C2C(=O)CC(c2ccc(Cl)cc2)C3)cc1OC (stereo not drawn) | 4 | 0.0 | 0 | 1.5
O=C(c1csc(Nc2cccc(Cl)c2)n1)N1CCc2ccccc21 | -4 | 0.0 | 2 | -1.0
O=C(NCCN1CCOCC1)c1ccc2c(c1)N(Cc1ccc(Cl)cc1)C(=O)CS2 | 20 | 0.1 | 16 | -1.7

Look-ups from the list.
CCOC(=O)C1=C(C)NC(=O)CC1c1c(F)cccc1Cl (stereo not drawn) in GPR151 ag = -1.4
O=C(NCCN1CCOCC1)c1ccc2c(c1)N(Cc1ccc(Cl)cc1)C(=O)CS2 in TEAD-YAP block = 16
O=C(c1csc(Nc2cccc(Cl)c2)n1)N1CCc2ccccc21 in FBW7 activator = 0.0
COc1ccc(F)cc1S(=O)(=O)NCCc1csc(-c2ccc(C)cc2)n1 in MITF primary = -5
CC(=O)c1ccc(N2CCN(C(=O)CCNS(=O)(=O)c3cccs3)CC2)cc1 in FBW7 activator = 0.0

The main list resumes, starting 2 compounds before the break.
SMILES | MITF primary | FBW7 activator | TEAD-YAP block | GPR151 ag
O=C(c1csc(Nc2cccc(Cl)c2)n1)N1CCc2ccccc21 | -4 | 0.0 | 2 | -1.0
O=C(NCCN1CCOCC1)c1ccc2c(c1)N(Cc1ccc(Cl)cc1)C(=O)CS2 | 20 | 0.1 | 16 | -1.7
O=c1/c(=C/c2cccc([N+](=O)[O-])c2)sc2nc(-c3ccncc3)nn12 | 12 | 0.5 | -3 | 1.1
CCCNC(=O)c1ccccc1NC(=O)CN(c1ccc(F)c(Cl)c1)S(C)(=O)=O | -5 | 0.2 | 2 | -0.3
O=C(COC(=O)c1ccc(O)cc1O)NC(=O)NCc1ccccc1 | 9 | 0.1 | 5 | 3.7
COc1cc(C(O)c2nc3ccccc3n2C(C)C)ccc1OCc1ccccc1 (stereo not drawn) | 12 | 0.1 | 14 | -0.5
Cc1ccc(NC(=O)CSc2nnnn2C2CCCCC2)cc1 | 10 | 0.3 | 20 | 0.5
Cc1c(Nc2nc3ccccc3n3c(C)nnc23)cccc1C(=O)O | 11 | -0.1 | 0 | 0.3
COc1ccc2cc(CN(CCO)S(=O)(=O)c3ccc(C(C)(C)C)cc3)c(=O)[nH]c2c1 | 4 | -0.1 | 5 | 0.9
O=C(NCc1ccccc1)c1nn2c(C(F)(F)F)cc(-c3ccco3)nc2c1Cl | -1 | 0.0 | -4 | 0.5
COC(=O)c1nc2n(n1)C(c1ccc(C)cc1)C1=C(CCCC1=O)N2 (stereo not drawn) | -4 | -0.2 | -3 | -0.4
O=C(NCCc1ccccc1Cl)c1ccc(N2CC3CC(C2)c2cccc(=O)n2C3)c([N+](=O)[O-])c1 (stereo not drawn) | 1 | -0.1 | 1 | -0.7
COc1cc(OC)cc(C(=O)Nc2ccc3nc(N4CCCCC4)cc(C)c3c2)c1 | 4 | 0.1 | 1 | 0.6
Cc1c2c(nc3c(C(=O)NCc4ccc(F)cc4)cnn13)CCCC2 | 3 | 0.8 | -9 | -0.5
O=[N+]([O-])c1cccc(COc2ccc(CO)cc2)c1 | -7 | -0.3 | -58 | -5.1
CC(C(=O)Oc1ccc(Br)cc1)N1C(=O)C2C3C=CC(C4CC34)C2C1=O (stereo not drawn) | -11 | -0.1 | -4 | 0.2
c1ccc(-c2onc3cc4c(cc23)OCCO4)cc1 | 48 | 0.2 | -55 | -2.6
COc1cc(-c2nc(C=Nc3cccc([N+](=O)[O-])c3)c(O)o2)cc(OC)c1OC | -6 | -0.1 | -12 | -1.1
COc1ccc(CN2CCN(C(=O)c3ccccc3)CC2)cc1OC | 44 | 0.0 | -4 | -0.3
O=C(c1cnc2ccccn2c1=O)N1CCc2c([nH]c3ccccc23)C1C1CCCCC1 (stereo not drawn) | 5 | -0.1 | -8 | -0.1
O=C(Oc1c(-c2ccccc2)oc2ccccc2c1=O)c1cccnc1 | 17 | 0.1 | 0 | -0.6
CS(=O)(=O)Nc1cccc(-c2cnc3ccc(NCc4ccco4)nn23)c1 | -5 | 1.7 | 31 | 1.5
COc1ccc(-c2nnc(-c3cc(C(=O)NN)c(C)nc3C)o2)cc1OC | 15 | 0.8 | 6 | 0.5
CCCCCSc1nnc2nc(C)cc(C)n12 | 0 | 0.5 | -14 | 0.0
CC1CCCN(c2cc(Nc3ccccc3O)c([N+](=O)[O-])c3nonc23)C1 (stereo not drawn) | 11 | 0.1 | -10 | 0.0
COc1ccc(CC(=O)Nc2ccc(-c3nnc4n3CCCCC4)cc2)cc1OC | -2 | -0.2 | 2 | 0.3
COc1ccc(NC(=O)CCn2c(=S)oc3ccccc32)c(OC)c1 | 21 | 0.9 | 0 | 0.4
COc1cc(/C=N/N2C(=O)c3cccc4cccc(c34)C2=O)ccc1O | 9 | 0.3 | -11 | -1.3
Cc1ccc2cc(C)c(NCc3cccnc3)nc2c1 | 2 | -0.1 | 3 | 3.1
COc1cccc(C(=O)Nc2ccc(Oc3cccc(Oc4ccc(NC(=O)c5cccc(OC)c5)cc4)c3)cc2)c1 | -2 | -0.1 | -5 | -0.5
CCCCNCc1ccc(OCC(O)CN(C)Cc2ccccc2)cc1 (stereo not drawn) | 3 | 0.1 | -1 | 2.9
C=CCOC(=O)C1C(=O)CC(C)(O)C(C(=O)OCC=C)C1c1ccc(C(C)C)cc1 (stereo not drawn) | 0 | -0.1 | 4 | -0.8
CCC(C)NC(=O)C1CCCN(c2nc3ccc(OC)cc3s2)C1 (stereo not drawn) | 0 | 0.0 | -19 | -0.3
O=C(Nc1c2c(nn1-c1ccc(Oc3ccccc3)cc1)CSC2)c1cccs1 | 7 | 0.8 | 7 | 0.1
Cc1ccc(-c2csc3ncn(CC(=O)N4CCN(c5ccccc5F)CC4)c(=O)c23)cc1 | 14 | 0.5 | 5 | -0.1
COP(=O)(OC)c1nc(Cc2ccc(Cl)cc2)oc1NCc1ccc(F)cc1 | 7 | 0.1 | 3 | -0.3
CSc1cccc(NC(=O)c2nnn(CC(=O)Nc3ccc(C)cc3C)c2N)c1 | 3 | -0.1 | 8 | 1.0
Cc1ccc(N2C(=O)c3ccccc3NC2c2ccc(Br)cc2)cc1Cl (stereo not drawn) | 16 | 0.0 | -40 | 1.5
C[C@H](NC(N)=O)C(=O)Nc1ccc2c(c1)-c1ccccc1C2 | 3 | 0.1 | -86 | 0.7
CCCCCCCCCCCCCCCCCC(=O)OCC(O)[C@H]1OC[C@H](O)[C@H]1O (stereo partly drawn) | -3 | -0.2 | 3 | -1.5
COc1ccc(NC(=O)c2cc3n(n2)C(C(F)(F)F)CC(c2ccc(C)cc2)N3)c(OC)c1 (stereo not drawn) | -2 | -0.1 | -7 | 0.7
CCOc1ccc(N2CC(NC(=O)NCc3ccc4[nH]c(C)cc4c3)CC2=O)cc1 (stereo not drawn) | -2 | -0.1 | 1 | 2.0
CCCN(CCC)C(=O)c1sc2ncn(CC(=O)N3CCOCC3)c(=O)c2c1C | -4 | -0.1 | -14 | 0.3
CCN(CC)CCCNC(=O)c1ccc2c(=O)n(CCC3=CCCCC3)c(=S)[nH]c2c1 | -4 | -0.1 | -12 | -0.2
Cc1ccc2c(c1)N(CCC(=O)NCCC(C)C)C(=O)CO2 | 1 | -0.1 | 6 | 0.8
CC(=O)c1ccc(OCC(=O)Nc2ccc(-c3nnc4n3CCCCC4)cc2)cc1 | 10 | 0.4 | 7 | 0.0
CCCC1=C(C(=O)OCC)C(c2cccnc2)n2nc(C)nc2N1 (stereo not drawn) | 24 | 0.1 | -6 | 2.9
COc1cc(C(=O)NN=C(C2CC2)C2CC2)cc(OC)c1OC | -5 | 0.0 | 59* | -0.6
